V1aR counter: agonists of human V1a receptor, primary screen, counter-screen for OXTR agonist project, fluorescence, CHO-V1R cells. Fluo-8 calcium fluorescence, agonist mode; 0% DMSO, 100% 3 nM vasopressin. 320,000 tested, 0.25% active. Vasopressin V1a receptor (Homo sapiens), P37288. activation, % at 3 µM;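 active means activation above the mean activation of all tested compounds plus 3 SD, per screening run, cut at about 20% in these data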;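 further: signal is peak over basal fluorescence ratio across a 100 second FLIPR read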
CHO parental Ca: ATP-evoked calcium signal inhibitors, parental CHO, primary screen, counter-screen for OX1R antagonist project, cell-based, fluorescence, Fluo-8 calcium dye | parental CHO-K1, ATP-induced calcium, Fluo-8 fluorescence | 330,000 tested, 0.63% active | inhibition, % at 5.6 µM;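 active means inhibition above that plate's mean sample inhibition plus 3 SD, cut at about 26% in these data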;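 further: 0% = ATP-challenged DMSO wells and 100% = DMSO wells without ATP; some compounds past the cut are filed as inactive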
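Assay system – parental CHO cells · Reagent – ATP stimulus · Detection – intracellular calcium via Fluo-8 no-wash fluorescent dye · Evaluation – percent inhibition of ATP-evoked calcium rise, normalized to controls · Controls – ATP wells versus no-ATP DMSO wells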
M1 ag parental: counter-screen for M1 agonists: effect in parental CHO-K1 cells; AID 602248, 2012; activation, % at 3 µM; 360,000 tested, 0.48% active; Fluo-8 calcium fluorescence; scaled to maximal ATP response, vehicle zero; in the data active means activation above about 15%;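 further: untransfected CHO-K1 host cells lacking M1 receptor as counterscreen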
TAAR1 ag: human TAAR1 agonists, primary screen, Fluo-8 calcium fluorescence, CHO RD-HGA16 cells | vehicle wells 0%, saturating PEA agonist 100% | activation, % at 3 µM | Trace amine-associated receptor 1 (Homo sapiens), Q96RJ0 | 360,000 tested, 0.99% active;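 active means activation above the mean activation of all test compounds in the run plus 3 SD, cut at about 38% in these data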
Target sequence (Q96RJ0 whole entry, looked up): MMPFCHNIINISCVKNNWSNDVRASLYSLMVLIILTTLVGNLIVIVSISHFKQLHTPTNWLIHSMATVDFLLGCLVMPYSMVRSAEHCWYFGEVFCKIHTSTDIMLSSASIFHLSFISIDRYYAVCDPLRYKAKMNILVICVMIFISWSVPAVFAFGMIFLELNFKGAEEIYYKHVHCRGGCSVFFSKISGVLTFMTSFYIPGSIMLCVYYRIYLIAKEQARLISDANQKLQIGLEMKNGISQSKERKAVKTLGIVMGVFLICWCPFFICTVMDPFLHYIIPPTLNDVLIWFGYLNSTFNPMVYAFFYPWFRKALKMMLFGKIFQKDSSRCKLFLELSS
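System: CHO-derived RD-HGA16 cells with stable Gα16 and human TAAR1 / Times: 17-24 h plating, Fluo-8 75 min 37 °C, 30 min RT / Technique: calcium-sensitive Fluo-8 signal, excitation 470-495, emission 515-575 nm / Measure: % activation relative to PEA EC100 response / Benchmarks: DMSO and PEA EC100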
OXTR potentiator: human OXTR potentiators, primary screen, fluorescence, CHO-OTR cells, Fluo-8 calcium. 320,000 tested, 0.061% active. Oxytocin receptor (Homo sapiens), P30559. AID 2445, 2010. Fluo-8 calcium fluorescence, potentiator mode; 0% = oxytocin EC15, 100% = EC100. activation, % at 3 µM;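 active means activation above that plate's cutoff, the mean activation of tested compounds plus 3 SD, cut at about 6.6% in these data, passing the limit was not always enough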;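 further: 100% uses oxytocin at 75 nM as the full agonist control; some results filed as inactive read as strong as hits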
Target sequence (P30559 whole entry, looked up): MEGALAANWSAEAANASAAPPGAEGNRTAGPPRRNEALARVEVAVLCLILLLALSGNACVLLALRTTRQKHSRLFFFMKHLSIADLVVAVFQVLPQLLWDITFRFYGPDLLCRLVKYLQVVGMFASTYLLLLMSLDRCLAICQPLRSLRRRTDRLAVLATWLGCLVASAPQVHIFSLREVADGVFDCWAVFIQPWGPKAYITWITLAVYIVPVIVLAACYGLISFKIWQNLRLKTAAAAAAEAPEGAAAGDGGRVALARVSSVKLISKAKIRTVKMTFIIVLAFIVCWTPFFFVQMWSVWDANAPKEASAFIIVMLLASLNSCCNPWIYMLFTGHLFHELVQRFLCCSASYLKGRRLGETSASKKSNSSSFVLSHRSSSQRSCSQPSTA
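Dosing: Single dose, 3.0 µM nominal final compound concentration | Material: Human OTR in CHO cells | Technique: Kinetic Fluo-8 calcium fluorescence | Benchmarks: EC15 oxytocin alone as 0%, 75 nM oxytocin as 100% | Probe or stimulus: Oxytocin at about EC15, sub-maximal agonist stimulus | Incubation: Compound 6 min at room temperature before oxytocin, 100 s read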
CHO-K1 Ca antag: nonselective inhibitor or artifact in parental CHO-K1 cells | inhibition, % at 3 µM | 360,000 tested, 0.6% active | ATP-induced calcium, Fluo-8 fluorescence | AID 602250;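 active means inhibition above a per-plate cutoff, the plate's mean sample inhibition plus 3 SD, cut at about 24% in these data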;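 further: 0% = DMSO plus EC80 ATP and 100% = DMSO alone without ATP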
CHRM1 agonist: human M1 muscarinic receptor agonists, primary screen, Fluo-8 calcium fluorescence, CHO-K1 cells, HTS. CHO-K1 hM1, agonist mode; 0% DMSO, 100% acetylcholine EC100. Muscarinic acetylcholine receptor M1 (Homo sapiens), P11229. 360,000 tested, 0.33% active. activation, % at 3 µM;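 active means activation above the run's mean compound activation plus 3 SD, cut at about 16% in these data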;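 further: peak over basal fluorescence ratio within a 140 s kinetic read after compound addition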
CHO-K1 Ca PAM: nonselective calcium activators in parental CHO-K1 cells, primary screen, counter-screen for M1 PAM project, cell-based, Fluo-8 calcium fluorescence, full deck, 1536-well; ATP EC20; 0% at ATP EC20, 100% at ATP max; activation, % at 3 µM; 360,000 tested, 0.02% active;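 active means activation above the run cutoff, the mean activation of all test compounds plus 3 SD, cut at about 40% in these data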;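 further: peak over basal fluorescence ratio in a 140 s read after ATP addition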
TAAR1 antagonist: human TAAR1 antagonists, primary screen, Fluo-8 calcium fluorescence, CHO RD-HGA16 cells | 360,000 tested, 1.5% active | antagonist | Trace amine-associated receptor 1 (Homo sapiens), Q96RJ0 | inhibition, % at 3 µM;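 active means inhibition above a per-plate cutoff, the mean inhibition of test compounds on that plate plus 3 SD, cut at about 49% in these data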;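 further: 0% = DMSO plus EC80 beta-PEA response and 100% = DMSO alone without agonist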
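Test system – hTAAR1-expressing CHO RD-HGA16 cells, Gα16-coupled · Reagent – β-PEA at EC80 concentration, post-compound challenge · Compound dosing – 3 µM, single point · Timing – 140 s kinetic read after compound, 140 s after agonist · Detection – Fluo-8 intracellular calcium dye fluorescence, real-time kinetic reads · Control set – DMSO and EC80 PEA controls · Repeats – n of 1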
An asterisk follows results filed as active; . = not tested or not shown.

SMILES	V1aR counter	CHO parental Ca	M1 ag parental	TAAR1 ag	OXTR potentiator	CHO-K1 Ca antag	CHRM1 agonist	CHO-K1 Ca PAM	TAAR1 antagonist
COc1ccc(OC)c2c1cc(C(=O)N[C@@H](C)C(=O)N[C@@H](C(=O)O)c1ccccc1)n2C	0.0	-7	0.0	5	-11	-2	-3	-7	3
CN(C)C(CNC(=O)c1cc2ccccc2o1)c1ccccc1 (configuration not stated)	.	.	0.3	1	.	-2	-5	-4	-10
NC(=O)C1CC(=O)N(c2ccc(OCc3ccc([N+](=O)[O-])cc3)cc2)C1 (configuration not stated)	6.0	8	0.7	3	-25	9	6	3	0
NS(=O)(=O)c1cnccc1Nc1cccc(Br)c1	2.0	-5	2.1	4	-3	-8	-1	13	-31
CCCCCC(C)NC(=O)CN1C(=O)NC(C)(c2ccc3ccccc3c2)C1=O (configuration not stated)	1.2	-18	0.1	-3	-10	3	18*	12	-24
CC1(C)C2CCC1(CS(=O)(=O)Nc1ccc(S(=O)(=O)N3CCCCC3)cc1)C(=O)C2 (configuration not stated)	0.7	-9	-0.1	3	-2	-3	-7	8	2
CC(/C=N/Nc1nnc(C)c(=O)[nH]1)=C\c1ccccc1	-0.6	-9	0.3	3	-1	-12	-6	-1	-7
CCN1CCN(C(=O)CSc2cc(=O)n(C)c3ccccc23)CC1	0.6	-1	0.2	5	-6	-5	-10	1	-7
CCCN(CCC)CCCNC(=O)c1ccc2c(Cl)c3c(nc2c1)CCC3	0.8	-30	-0.6	-1	2	7	-10	-8	-11
CN(C(=O)c1cccc(N2C(=O)C3CC=CCC3C2=O)c1)C1CCCCC1 (configuration not stated)	0.0	-15	1.1	21	-2	-13	-3	28	5
CCCS(=O)(=O)N1CCCC(C(=O)NCCN(Cc2ccccc2)C(C)C)C1 (configuration not stated)	0.1	-17	-0.7	1	-7	32*	-6	-6	-25
CCc1ccc(-c2cc(C(=O)NCc3ccco3)c3ccccc3n2)s1	-0.7	-20	-0.7	5	4	-5	-3	-12	27
COc1ccc(NC(=O)COC(=O)CCCN2C(=O)c3ccccc3C2=O)cc1Cl	10	-1	7.7	11	-15	-8	-2	10	-1
CC(=NN(Cc1ccccc1)c1ccccc1)c1ccccc1	.	.	-0.8	4	.	-14	-5	4	-18
COc1ccc(S(=O)(=O)N2CCCCC2C(=O)O)cc1 (configuration not stated)	1.0	7	0.3	9	-9	-18	-2	23	-21
CC(C)c1ccc(C2NC(=S)NC3=C2C(=O)CCC3)cc1 (configuration not stated)	-0.6	-4	0.3	12	-2	2	-10	1	10
CCOc1ccc(S(=O)(=O)Nc2cnc3ccccc3c2)cc1	8.2	35*	14	4	-13	25*	3	1	16
CC(=O)c1cc(-c2ccccc2)n(CC(=O)Nc2cccc(C)c2C)c1C	0.6	-5	-0.1	7	-1	-1	-3	13	-6
COc1cccc(/C=N/NC(=O)CCCc2ccc(OC)c(C)c2)c1	3.3	-13	2.8	6	-8	-3	-3	14	19
Cc1cc(S(=O)(=O)N2CCN(c3c(C)cccc3C)CC2)ccc1F	0.0	-2	0.7	15	-20	-16	-5	19	24
CC(C)Cn1c(CNC(=O)c2ccccc2)nc2ccccc21	-0.5	-11	0.9	7	-7	-3	-3	7	-15
Cc1cc(C(F)(F)F)nc(NCc2cccnc2)n1	1.1	-6	-0.6	0	1	14	-4	10	-1
CCNC(=S)N/N=C/c1c(Cl)cccc1Cl	-1.1	-9	1.2	3	-4	-7	-11	20	1
Cc1c(NC(=O)c2nn3c(C(F)(F)F)cc(-c4ccccc4)nc3c2Br)c(=O)n(-c2ccccc2)n1C	-1.4	-22	2.2	3	-8	-12	-8	17	-8
COCCCN(C(=O)Cc1ccc(S(=O)(=O)N2CCOCC2)s1)c1c(N)n(Cc2ccccc2)c(=O)[nH]c1=O	.	.	0.3	1	.	-2	-3	-4	-18
COc1ccc(C(=O)NCc2cccnc2)cc1S(=O)(=O)N1CCCc2ccccc21	1.9	13	1.0	3	-7	2	-7	-3	-19
C[C@H](NC(=O)c1cc2cc(Cl)ccc2n1C)C(=O)N[C@@H](Cc1ccccc1)C(=O)O	0.3	3	-0.9	8	-8	-4	-2	14	-3
c1ccc(CCNCCCOc2cccc3ccccc23)cc1	10	-4	3.5	57*	-13	6	-3	12	43
COc1ccc(-n2c(-c3ccc(Br)cc3)c[n+]3c2CCCCC3)cc1	0.6	-4	2.6	0	-18	2	-12	3	6
Cc1ccc(-c2nn(-c3ccccc3)cc2C(=O)Nc2cccc(S(=O)(=O)N3CCOCC3)c2)cc1	1.6	2	0.0	7	-6	-3	-6	15	11
CCn1c(SCC(=O)NCc2ccco2)nc2c1c(=O)n(C)c(=O)n2C	0.3	-6	1.1	6	-1	-16	-3	20	5
Cc1ccc(Cn2c(SCC(=O)Nc3cc(C)on3)nc3ccccc3c2=O)cc1	0.4	-19	0.6	0	-3	-3	-3	15	2
C/C=C/c1ccc(OCCCCOc2ccccc2F)c(OC)c1	0.5	-26	0.9	4	0	-11	-10	21	-25
COc1cc(C(=O)NCC(c2cccnc2)N2CCN(C)CC2)cc(OC)c1OC (configuration not stated)	0.2	-13	-0.1	2	-14	8	-2	-3	-6
Cc1ccc(C(=O)OCc2cn(-c3ccccc3)nn2)cc1	-0.2	-14	5.3	13	-4	0	-6	4	15
O=C(NN=C1CCCC1)c1ccccc1OCc1ccc(Cl)cc1	1.4	-21	1.8	3	-20	1	-4	20	-11
Cc1c(NC(=O)c2cc3nc(-c4ccccc4)cc(C)n3n2)c(=O)n(-c2ccccc2)n1C	-1.3	-10	0.8	9	-8	-7	-11	10	3
Cc1cc(C)c2cc(C)c3nnc(SCC(=O)NCc4ccc5c(c4)OCO5)n3c2c1	-0.3	-11	-0.2	7	-8	-9	-5	19	6
COC(=O)CNC(=O)COC(=O)c1cc(SC)ccc1Cl	-0.4	-2	0.1	12	-1	-1	-4	0	5
CCC(Sc1nc(C)cc(C)n1)C(=O)O (configuration not stated)	0.8	6	0.7	4	4	-20	-1	12	-16
O=C(c1ccc2snnc2c1)N1CCCC1	-0.1	-3	0.2	5	-11	-7	-3	10	-14
CC(=O)c1sccc1NC(=O)CC(C)(C)CC(=O)O	0.7	-8	0.1	0	-5	-5	3	-1	-33
COc1ccc(/C=N/NC(=O)c2sc(C)nc2C)cc1	-1.1	-10	0.4	5	0	9	-5	-12	16
CC1CN(C(=O)COC(=O)/C=C/c2ccc(C(F)(F)F)cc2)CC(C)O1 (configuration not stated)	5.0	-14	3.3	0	-9	-5	-2	23	-13
O=CC1=C(c2ccccc2)Oc2ccccc2O1	-1.7	10	-0.2	0	-6	-5	-6	0	0
CC(=O)c1sc(NC(=O)C2CC(=O)N(Cc3ccco3)C2)nc1-c1ccccc1 (configuration not stated)	-0.6	-15	-0.2	0	-9	-12	-2	7	-11
Cc1cccc(NC(=O)C2CCCN(S(=O)(=O)c3c(C)nn(C)c3C)C2)n1 (configuration not stated)	0.7	-4	2.3	2	-6	-18	0	12	1
C[C@@H]1CN([C@H](C)CO)C(=O)CCCn2nncc2CO[C@H]1CN(C)Cc1ccc(Cl)c(Cl)c1	.	.	0.7	2	.	-15	-9	7	-16
C/C(=N\NC(=O)c1ccc(Cl)cc1)c1ccc2[nH]ccc2c1	0.5	-3	-0.2	2	-9	0	-3	4	-4
COc1ccc(N2CCN(C(=O)CSc3nnc(C)c(=O)[nH]3)CC2)cc1	0.4	37*	0.5	4	-2	1	1	2	-13
COc1ccccc1CN(C)C(=O)c1sccc1-c1ccccc1	0.5	-18	-0.7	3	-9	-8	-2	-9	0
O=C(Nc1ncc([N+](=O)[O-])s1)c1ccc2c(c1)OCO2	13	29*	9.4	6	-13	1	1	-3	15
OCCSc1nc2ccccc2n1CCOc1ccccc1	0.5	-4	1.0	13	-3	-9	0	10	-1

9 compounds already listed, ordered by molecular weight, largest number first:
SMILES	V1aR counter	CHO parental Ca	M1 ag parental	TAAR1 ag	OXTR potentiator	CHO-K1 Ca antag	CHRM1 agonist	CHO-K1 Ca PAM	TAAR1 antagonist
C[C@@H]1CN([C@H](C)CO)C(=O)CCCn2nncc2CO[C@H]1CN(C)Cc1ccc(Cl)c(Cl)c1	.	.	0.7	2	.	-15	-9	7	-16
Cc1cccc(NC(=O)C2CCCN(S(=O)(=O)c3c(C)nn(C)c3C)C2)n1 (configuration not stated)	0.7	-4	2.3	2	-6	-18	0	12	1
COc1ccc(N2CCN(C(=O)CSc3nnc(C)c(=O)[nH]3)CC2)cc1	0.4	37*	0.5	4	-2	1	1	2	-13
CC1CN(C(=O)COC(=O)/C=C/c2ccc(C(F)(F)F)cc2)CC(C)O1 (configuration not stated)	5.0	-14	3.3	0	-9	-5	-2	23	-13
OCCSc1nc2ccccc2n1CCOc1ccccc1	0.5	-4	1.0	13	-3	-9	0	10	-1
O=C(Nc1ncc([N+](=O)[O-])s1)c1ccc2c(c1)OCO2	13	29*	9.4	6	-13	1	1	-3	15
CC(=O)c1sccc1NC(=O)CC(C)(C)CC(=O)O	0.7	-8	0.1	0	-5	-5	3	-1	-33
O=CC1=C(c2ccccc2)Oc2ccccc2O1	-1.7	10	-0.2	0	-6	-5	-6	0	0
O=C(c1ccc2snnc2c1)N1CCCC1	-0.1	-3	0.2	5	-11	-7	-3	10	-14
